Eya2 phos inh = blocks the phosphatase activity of human Eya2 | O00167 | Potency, µM (series often up to 76.9 µM), without a hit: at the top dose activity, negative = inhibition, actives largely listed as inhibitors | recombinant Eya2, OMFP fluorescence dephosphorylation (OMFP is methylfluorescein phosphate) | AID 488837 | 330,000 compounds, 0.006% hits; further: potency means the concentration at half of the fitted maximal effect
Target sequence (O00167 whole entry, looked up): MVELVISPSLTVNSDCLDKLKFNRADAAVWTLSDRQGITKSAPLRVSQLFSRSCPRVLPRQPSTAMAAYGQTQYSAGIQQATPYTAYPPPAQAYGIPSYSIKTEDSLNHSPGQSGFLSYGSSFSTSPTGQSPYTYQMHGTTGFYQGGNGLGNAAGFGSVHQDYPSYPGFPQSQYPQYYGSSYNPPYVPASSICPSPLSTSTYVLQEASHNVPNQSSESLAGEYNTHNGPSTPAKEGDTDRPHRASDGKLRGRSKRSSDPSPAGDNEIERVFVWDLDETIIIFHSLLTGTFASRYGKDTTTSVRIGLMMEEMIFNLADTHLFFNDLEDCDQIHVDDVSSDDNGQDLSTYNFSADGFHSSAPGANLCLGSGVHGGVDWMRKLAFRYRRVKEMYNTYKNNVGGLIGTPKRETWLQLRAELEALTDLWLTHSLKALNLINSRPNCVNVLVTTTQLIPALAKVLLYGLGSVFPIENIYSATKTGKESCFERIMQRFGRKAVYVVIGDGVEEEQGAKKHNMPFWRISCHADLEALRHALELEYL
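Eya2 protein (added as 0.2 uM solution) was preincubated with compound for 10 min at ambient temperature in 50 mM HEPES pH 7.5, 50 mM NaCl, 5 uM MgCl2, 0.05% BSA, 1 mM DTT. OMFP (added at 50 uM) then reacted 10 min; fluorescence read at 485/525 nm.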
PKM2 act = increases activity of human pyruvate kinase M2 | P14618 | purified PKM2, Kinase-Glo ATP luminescence, activation; response scale: 0% is enzyme alone, no compound | Potency, µM (highest dose often 57.5 µM), for the others: at the top dose activation, actives largely listed as activators | 260,000 compounds, 0.34% hits; further: potency means the concentration at half of the fitted maximal effect; nearly all actives have a fitted effect of over 55% in size
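Purified hPK-M2 (>95%) run at intermediate activity with 0.1 mM ADP and 0.5 mM PEP in 50 mM imidazole pH 7.2, KCl, MgCl2; 1 h room temperature. ATP formed read by Kinase-Glo luminescence; normalized to uninhibited and no-enzyme controls.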
uPA surface inh = blocks generation of uPA at the cell surface | AID 540303 | 330,000 compounds, 0.31% hits | Potency, µM (titrated, usually from 38.3 µM), inactives show at the highest dose activity change, negative = inhibition, actives largely listed as inhibitors | cell surface uPA generation assay, qHTS; active means well fitted inhibition curve with a large enough effect; inconclusive means small, poorly fitted or top-dose-only effect; inactive means no such curve, though single readings can be large or run the other way; tested in mouse RAW 264.7 cells; further: potency means the concentration at half of the fitted maximal effect; nearly all actives have a fitted effect of over 55% in size
hERG WT inh = KCNH2 (human, wildtype) channel inhibition | activity change, % at 1.84 µM | Q12809 | AID 720551 | 340,000 compounds, 0.37% hits | U2OS, BacMam KCNH2, thallium flux FluxOr; stronger effect = lower value;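 active means maximum activity change below -70%; inconclusive means maximum activity change between -70% and -50%; inactive means maximum activity change above -50%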
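U2OS cells were transduced with wild-type KCNH2 virus (2.03 x 10^8 / mL) for 4 h at room temperature, then cultured overnight at 37 C. Thallium flux was read with FluxOr dye. Rate constants were normalized to DMSO controls.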
Giardia kill = kills Giardia lamblia; Giardia lamblia trophozoite viability; activity change, % at 7.66 µM, hits read low; 340,000 compounds, 0.15% hits; in the data active means activity change below about -80%; inconclusive means between about -30% and that limit;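 further: parasites exposed to compound for two days anaerobically before the ATP read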
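Giardia lamblia trophozoites (100 cells/well) were incubated with compounds for 48 h at 37 deg C under anaerobic conditions. Viability was read as ATP content by one-step luminescence after 15-30 min at room temperature.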
USP2a inh = blocks human ubiquitin-specific protease USP2a. USP2 core, Ub-CHOP2 coupled fluorogenic reporter, 485/531. Potency, µM (highest dose often 38.3 µM), without a hit: top-dose activity change, negative = inhibition, hits mostly inhibitors. AID 463254. 330,000 compounds, 0.01% hits;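 further: potency means the concentration at half of the fitted maximal effect; plate controls were DMSO wells for no effect and full inhibition by NEM control for full effect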
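Deubiquitinase activity read as fluorescence (485/531 nm) after Ub-CHOP2 cleavage activates the enterokinase reporter on its substrate; USP2 core 10nM, Ub-CHOP2 and substrate 25nM each, 30min compound preincubation then 60min RT; data normalized to NEM, curves fitted.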
B2AR arrestin = agonists driving beta-arrestin recruitment to human beta2-adrenergic receptor; beta-arrestin recruitment to beta2AR, cell-based reporter; Potency, µM (doses to about 46.1 µM), for inactives: at the top dose activation, usual class: activators; 330,000 compounds, 0.02% hits; AID 492947;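 further: potency means the concentration at half of the fitted maximal effect; 0% = DMSO controls and full agonism = EC100 isoproterenol or metaproterenol; nearly all actives have a fitted effect of over 65% in size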
Target sequence (P07550 whole entry, looked up): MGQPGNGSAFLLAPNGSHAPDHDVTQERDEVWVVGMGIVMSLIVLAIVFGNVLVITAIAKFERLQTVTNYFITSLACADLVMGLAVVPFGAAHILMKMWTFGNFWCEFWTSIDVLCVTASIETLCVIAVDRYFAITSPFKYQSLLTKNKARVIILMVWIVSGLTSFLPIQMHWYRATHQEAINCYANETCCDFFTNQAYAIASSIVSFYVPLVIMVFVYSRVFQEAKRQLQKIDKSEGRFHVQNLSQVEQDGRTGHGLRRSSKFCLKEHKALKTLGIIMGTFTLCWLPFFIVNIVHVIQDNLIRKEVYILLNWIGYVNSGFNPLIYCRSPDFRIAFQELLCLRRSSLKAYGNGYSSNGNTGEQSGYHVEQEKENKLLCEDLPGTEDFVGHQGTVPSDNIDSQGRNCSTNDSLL
KCNH2 3.1 inh = KCNH2 3.1 (human) potassium channel inhibition; activity change, % (tested at about 1.8 µM); 340,000 compounds, 0.95% hits; AID 720553; U2OS KCNH2 3.1, thallium flux FluxOr; stronger effect = lower value;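 active means maximum activity change below -70%; inconclusive means maximum activity change from -70% to -50%; inactive means maximum activity change above -50%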;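 further: thallium influx rate constant from kinetic fluorescence after stimulation buffer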
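Measured as rate of thallium-driven FluxOr signal in transduced U2OS cells carrying the 3.1 channel, read kinetically for 2 min upon stimulation; values are rate constants scaled to DMSO control wells.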
GALK inhibitor = inhibitors of human galactokinase; AID 1868; P51570; Potency, µM (titrated, usually from 57.5 µM), for the others: at the highest dose activity change, negative = inhibition, actives largely listed as inhibitors; Purified GALK, Kinase-Glo residual ATP luminescence; 270,000 compounds, 0.007% hits; further: potency means the concentration at half of the fitted maximal effect
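Compounds were pin-transferred into ATP buffer (35 uM final), then GALK plus galactose (5 nM, 100 uM final) was added. After 1 h at room temperature, Kinase-Glo Plus was added and luminescence read after 10 min.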
BCR signal inh = inhibitors of chronic active B-cell receptor signaling; ABC-DLBCL IkBa-CBG/CBR reporter, luminescence ratio, 4 h; 340,000 compounds, 0.05% hits; Potency, µM (doses to about 46.1 µM), inactives show top-dose ratio change, negative = lower green/red ratio, actives largely listed as inhibitors; active means well fitted inhibition curve with a large enough effect in the signal ratio, with a control signal flat, not every such curve was filed as active; inconclusive means small, poorly fitted or top-dose-only effect, or effect the other way, or a change in a side signal; the % refers to the signal ratio;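 further: potency means the concentration at half of the fitted maximal effect; plate controls were basal doxycycline-induced cells for no effect and cells given 10 µM MG132 for full effect; MG132 reads +100%, hits lower the ratio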
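Cell line TMD8 (human ABC DLBCL), stably expressing tet-inducible CBG68-IkBa fusion and CBR; IMDM/0.5% FBS; cpd up to 46 uM; dox induction, 4 h, 37C/5% CO2; dual luminescence; green/red ratio; MG132 control.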
Coupling enz = coupling enzyme interference in Giardia aldolase counter-screen; coupling enzyme system counterscreen, AmpLite Red fluorescence; activity change, negative = inhibition, % at 58.2 µM, hits read low; 290,000 compounds, 0.67% hits; in the data active means activity change below about -30%
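Activity here indicates interference with the coupling reaction, not aldolase inhibition. Compounds at 57.5 uM final met coupling enzymes for 10 min at RT; substrate and AmpLite Red detection followed, with a 525/598 nm fluorescence read after 20 min.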
The depositor's hits bear a star; ? = inconclusive; · = no result given; & = joins results of further samples; [ ] = remark or other dose. Unless noted, the call rests on the fitted dose curve; in most records, active means well fitted curve in the direction sought with a large enough effect; inconclusive means small, poorly fitted or top-dose-only effect, or another doubt; inactive means no such curve, though single readings can be large; an effect the other way counts as inactive or inconclusive. Unless noted, on the % scale 0 is the no-effect control and ±100 the full control effect. Compounds were not picked by outcome, and some 2.4% of all compounds hit somewhere here.

SMILES | Eya2 phos inh | PKM2 act | uPA surface inh | hERG WT inh | Giardia kill | USP2a inh | B2AR arrestin | KCNH2 3.1 inh | GALK inhibitor | BCR signal inh | Coupling enz
COc1ccc(C2N(C(=O)c3ccccc3)CCN2C(=O)c2ccc(C)cc2)cc1 (stereo not given) | -2% | 6% | -4% | 23 | 22 | -1% | -0.1% | 10 | 2% | -26% | 1
Nc1ccc(-c2ccc(N)c(C(=O)O)c2)cc1C(=O)O | 10% | -5% | -9% | -10 | 22 | 6% | -0.1% | -25 | -1% | 0% | 4
Cc1cc(C(=O)N/N=C/c2ccc(O)c([N+](=O)[O-])c2)n[nH]1 | -30% | -4% | 10% | 2 | ? | 3% | 0.2% | 5 | -1% | ? | 6
O=C1OC(c2ccc(F)cc2)=C/C1=C\c1ccc(O)cc1 | 8% | -1%[11.5 µM] | ? | 0 | 6 | 0% | -0.4% | -14 | 1% | ? | -2
O=C(NCCCO)C(=O)NCCc1ccc(Cl)cc1 | 6% | 4% | 0% | 24 | 6 | 0% | 0.2% | 5 | -1% | -2% | 0
O=C(NCc1ccco1)c1ccccc1-c1ccc(C(F)(F)F)cc1 | 2% | -3% | -6% | 1 | -8 | 3% | -0.3% | 15 | -1% | 18% | 9
COc1ccc(CN2CCS(=O)(=O)CC2)cc1OC | -23% | -1% | 7% | 11 | 3 | 1% | -0.2% | 37 | 0% | ? | 1
Cc1c(NC(=O)C(C)Sc2ccccc2)c(=O)n(-c2ccccc2)n1C (stereo not given) | -13% | 6% | -3% | -6 | -16 | 0% | 0.0% | 5 | 2% | 1% | 0
Cc1ccc(NC(=O)COc2ccccc2C(=O)NCc2ccccc2)cc1 | -15% | · | -1% | -15 | -7 | -1% | 0.1% | -7 | · | ? | ·
COc1ccc(C(=O)NC(C)c2ccc(-n3ccnc3)cc2)cc1[N+](=O)[O-] (stereo not given) | 11% | -3% | -2% | 6 | 6 | -1% | 0.0% | -4 | 13% | 0% | 2
CCOCC(=O)Nc1cc(C(=O)Nc2cccc(C)c2C)ccc1Cl | 9% | -2% | -13% | 22 | 27 | -2% | -0.7% | -4 | -1% | 1% | 0
COc1ccc(C(CCN2CCCCC2)c2c(O)cc(OC)cc2OC)cc1 (stereo not given) | 3% | -5% | -16% | · | -6&-1 | 0% | -0.7% | · | 1% | ? | -3&1
CCC(=O)n1nc(-c2ccccc2)nc1NCc1ccccc1 | -8% | 2% | 1% | 2 | -15 | 1% | -0.1% | 2 | -3% | ? | 0
C[C@@]12C(=O)N(c3ccc(Br)cc3)C(=O)N1[C@@H]1c3ccccc3OC[C@@H]1[C@H]2c1ccccc1 | -3% | · | -14% | -2 | 31[activator] | -7% | -0.7% | -40 | · | ? | ·
O=C(O)C1CC=CCC1C(=O)Nc1ccc(Oc2ccc(Cl)cc2)cc1 (stereo not given) | 10% | -13% | 2% | 0 | -25 | 1% | -0.1% | 4 | 2% | 7% | 14
Cc1ccc(NC(=O)C(C)N2C(=O)C3CC=C(Cl)CC3C2=O)cc1 (stereo not given) | 4% | -6% | -4% | -6 | -4 | 2% | 0.0% | -11 | -2% | 10% | 1
CN1CCN(C(=O)Cn2c(C(F)(F)F)nc3ccccc32)CC1 | 2% | -1% | 0% | -7 | 4 | 1% | 0.2% | 10 | 0% | 2% | 3
O=C(CNC(=O)c1ccc([N+](=O)[O-])cc1)N/N=C/c1c[nH]c2ccccc12 | 3% | 4% | 10% | 2 | 0 | -1% | -0.9% | 2 | -1% | 9% | 0
Cc1cccc(C)c1OCC(=O)Nc1ccc(N2CCOCC2)cc1 | -7% | -4% | 8% | -1 | -21 | 1% | -1.2% | 1 | -2% | ? | 0
CCN(CC)S(=O)(=O)c1cccc(C(=O)Nc2cc(C)nn2-c2ccccc2)c1 | 6% | 2% | -12% | 0 | -3 | 2% | -0.6% | -8 | -4% | -10% | 1

Three of these compounds, reformatted.
> O=C(NCCCO)C(=O)NCCc1ccc(Cl)cc1
- Eya2 phos inh = 6%
- PKM2 act = 4%
- uPA surface inh = 0%
- hERG WT inh = 24
- Giardia kill = 6
- USP2a inh = 0%
- B2AR arrestin = 0.2%
- KCNH2 3.1 inh = 5
- GALK inhibitor = -1%
- BCR signal inh = -2%
- Coupling enz = 0

> O=C1OC(c2ccc(F)cc2)=C/C1=C\c1ccc(O)cc1
- Eya2 phos inh = 8%
- PKM2 act = -1%[11.5 µM]
- uPA surface inh = ?
- hERG WT inh = 0
- Giardia kill = 6
- USP2a inh = 0%
- B2AR arrestin = -0.4%
- KCNH2 3.1 inh = -14
- GALK inhibitor = 1%
- BCR signal inh = ?
- Coupling enz = -2

> COc1ccc(C2N(C(=O)c3ccccc3)CCN2C(=O)c2ccc(C)cc2)cc1 (stereo not given)
- Eya2 phos inh = -2%
- PKM2 act = 6%
- uPA surface inh = -4%
- hERG WT inh = 23
- Giardia kill = 22
- USP2a inh = -1%
- B2AR arrestin = -0.1%
- KCNH2 3.1 inh = 10
- GALK inhibitor = 2%
- BCR signal inh = -26%
- Coupling enz = 1

New compounds follow:
SMILES | Eya2 phos inh | PKM2 act | uPA surface inh | hERG WT inh | Giardia kill | USP2a inh | B2AR arrestin | KCNH2 3.1 inh | GALK inhibitor | BCR signal inh | Coupling enz
Cc1ccc(SCC(=O)OCc2csc(CC(=O)Nc3ccccc3C)n2)cc1C | -16% | · | 2% | 0 | 1 | -12% | 0.0% | 2 | · | ? | ·
Cc1ccc2[nH]c(=O)c(C3=NN(C(=O)CCC(=O)O)C(c4cccs4)C3)c(-c3ccccc3)c2c1 (stereo not given) | 11% | 0% | 4% | 8 | -5 | 0% | -0.2% | 0 | 1% | 4% | 7
CCCCNC(=O)c1cc2c(C)cc(C)cc2[nH]1 | -1% | -3% | -1% | 10 | 1 | -1% | 0.4% | -2 | -1% | 2% | 3
CCOc1ccccc1-c1ccc(C(=O)NCc2ccccc2)o1 | 5% | -3% | -23% | -29 | -16 | -1% | 0.1% | -39 | · | -5% | -1
COC(=O)c1nnn(-c2ccccc2)c1N | 5% | 0% | -2% | 13 | -1 | 2% | 3.2% | 3 | 3% | ? | -1
O=C(Nc1ccccc1)N1C2CCC1CC(O)(c1cccnc1)C2 (stereo not given) | 23% | 6% | -2% | 1 | -3 | 2% | -1.1% | 3 | 0% | 7% | 2
Cc1ccc(C(=O)C(C)OC(=O)CCS(=O)(=O)c2ccc(C)cc2)cc1 (stereo not given) | -20% | · | -7% | 0 | -1 | 3% | -0.2% | -4 | · | 0% | ·
Cc1nc2ccccc2cc1C(=O)N/N=C/c1ccc([N+](=O)[O-])cc1 | -2% | -3% | 16% | -10 | -16 | 5% | 0.0% | 10 | -1% | ? | -1
COc1ccc(NC(=O)c2ccc(OC(F)F)cc2)cc1Cl | -5% | -17% | -6% | -21 | ? | 0% | 0.0% | -17 | 1% | 0% | -15
CC(=O)Nc1ccc(NC(=O)c2ccccc2N(C)S(C)(=O)=O)cc1 | 4% | -1% | · | -1 | 4 | 2% | -0.5% | ? | 0% | -1% | 0
Cc1noc(C)c1S(=O)(=O)N(C)C[C@H]1Oc2ccc(NC(=O)Cn3cnnn3)cc2C(=O)N([C@H](C)CO)C[C@@H]1C | 6% | · | 4% | -5 | 27 | 4% | -0.3% | -6 | · | 0% | ·
C=CCn1c(SCc2csc(C)n2)nc2sc3c(c2c1=O)CCCCC3 | -19% | 17% | 1% | 4 | -7 | -2% | 0.2% | -7 | -2% | 1% | -1
COc1cc(NC(=O)C2=COCCO2)c(OC)cc1Cl | -4% | · | -4% | 0 | 7 | -1% | -0.7% | -3 | · | 4% | ·
Cc1nc(-c2ccccc2OC(F)(F)F)[nH]c(=O)c1Cl | 10% | -1% | 4% | -10 | -6 | 7% | -0.1% | 8 | 0% | 4% | 4
O=C(c1ccccc1)N(CCN1CCOCC1)C1(C(=O)Nc2ccccc2)CCCCC1 | 12% | -5% | -3% | 1 | 5 | 2% | -0.1% | 4 | -2% | 5% | 0
O=C(NCc1ccccc1)c1cccc(NC(=O)c2ccco2)c1 | -15% | 10% | 3% | -9 | -18 | 4% | -0.4% | 1 | 2% | ? | 2
CSC(=S)N/N=C(\C)c1ccc(Br)cc1 | -6% | 7% | 0% | 1 | -23 | -13% | -0.6% | -1 | 0% | 6% | -16
O=C(NCC(F)(F)F)c1ccc(S(=O)(=O)N2CCN(C(=O)C3CCCO3)CC2)cc1 (stereo not given) | 14% | · | -3% | -6 | 2 | 0% | 0.1% | 9 | · | -1% | ·
CN(C(=O)CC(NC(=O)c1ccccc1)(c1ccccc1)c1ccccc1)c1ccccc1 | -23% | -1% | -1% | 6 | 0 | 1% | -1.1% | -6 | · | ? | -1

Compound activity (PubChem)
